Screens deposited in PubChem by Sanford-Burnham Center for Chemical Genomics.
HKDC1 inh: HKDC1 (human) hexokinase inhibition | recombinant HKDC1, G6PDH/diaphorase resazurin coupled fluorescence | inhibition, % at 20 µM | 0.16% of 340,000 active | AID 493160;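 active = inhibition above about 35% when tested at 20 µM, limit read from the data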;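 note: plate controls were DMSO wells with enzyme for no effect and DMSO wells lacking enzyme for full effect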
Target sequence (Q2TB90 whole entry, looked up): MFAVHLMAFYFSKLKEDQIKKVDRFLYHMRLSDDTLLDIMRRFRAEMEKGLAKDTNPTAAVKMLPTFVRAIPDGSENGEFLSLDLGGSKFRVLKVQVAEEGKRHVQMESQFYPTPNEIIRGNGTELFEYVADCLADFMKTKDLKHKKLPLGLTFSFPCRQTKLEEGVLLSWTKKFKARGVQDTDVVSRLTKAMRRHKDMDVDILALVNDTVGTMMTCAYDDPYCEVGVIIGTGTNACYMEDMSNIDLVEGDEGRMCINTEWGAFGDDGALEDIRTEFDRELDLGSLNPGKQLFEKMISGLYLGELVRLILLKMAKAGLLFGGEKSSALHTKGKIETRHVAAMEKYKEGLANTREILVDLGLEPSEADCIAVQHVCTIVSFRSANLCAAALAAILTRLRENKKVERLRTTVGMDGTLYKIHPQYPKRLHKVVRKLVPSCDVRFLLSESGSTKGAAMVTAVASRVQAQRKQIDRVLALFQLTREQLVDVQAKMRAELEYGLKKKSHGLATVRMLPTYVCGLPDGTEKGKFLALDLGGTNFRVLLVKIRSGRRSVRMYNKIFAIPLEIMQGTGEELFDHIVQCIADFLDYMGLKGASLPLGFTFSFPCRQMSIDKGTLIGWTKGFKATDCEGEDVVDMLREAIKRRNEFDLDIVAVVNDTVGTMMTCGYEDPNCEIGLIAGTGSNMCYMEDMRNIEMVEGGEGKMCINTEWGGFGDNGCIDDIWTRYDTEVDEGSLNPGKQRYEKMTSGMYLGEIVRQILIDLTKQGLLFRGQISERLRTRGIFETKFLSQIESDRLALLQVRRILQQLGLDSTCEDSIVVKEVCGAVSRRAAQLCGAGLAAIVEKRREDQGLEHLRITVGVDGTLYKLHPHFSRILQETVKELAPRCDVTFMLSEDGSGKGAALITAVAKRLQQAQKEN
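System: Recombinant HKDC1 hexokinase | Amount: HKDC1 at 5 µg/mL | Reagent: Glucose with 1 mM ATP | Doses: Single 20 µM dose | Incubation: Reaction time 90 min, room temperature, protected from light | Signal: Coupled resazurin fluorescence, excitation 525 nm, emission 613 nm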
Gli-Sufu antag: blocks Gli-Sufu signaling in a luciferase reporter; 0.74% of 340,000 active; Sufu-KO-LIGHT fibroblasts, Gli luciferase reporter luminescence; inhibition, % at 5 µM;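 active = inhibition above about 55%, limit read from the data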;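 note: 0% = DMSO-treated cells and 100% = wells with medium but no cells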
* marks the source's active call; other numbers are inactive results.

SMILES | HKDC1 inh | Gli-Sufu antag
CCCc1nc(SCC(=O)Nc2ccc(S(=O)(=O)N(C)C)cc2)c2ccccc2n1 | -12 | 2
O=C1NC[C@H](Cc2ccccc2)N(CC2CCN(CCC3CCCC3)CC2)C1=O | -4 | 1
CC(C)(C)S(=O)(=O)N1Cc2cc(=O)n(Cc3ccccc3)c(CCO)c2[C@@H]1CCO | -5 | -10
CN1C/C(=C/c2cccnc2)C(=O)/C(=C/c2cccnc2)C1 | -4 | 9
CCN1C[C@@H]2[C@@H]3C(=O)N(Cc4ccccc4)C(=O)[C@@H]3[C@](Cc3ccccc3)(C1=O)N2C(=O)c1ccc(Cl)c(Cl)c1 | 3 | 3
CC(C)n1cc(/C=N\NC(=O)c2cc3c(ccc4ccccc43)o2)c2ccccc21 | -2 | -28
O=C1[C@H](Cc2ccccc2)NCCCC[C@@H](c2ccc(Cl)cc2)N1Cc1ccccc1 | 4 | 8
CCCc1ccc(S(=O)(=O)NCC2CCCN2CC)cc1 (configuration not stated) | 3 | 46
CN(C)CCNc1ccc(CO)c2oc3ccc(O)cc3c(=O)c12 | -2 | 29
COCCNCc1cc(C)n(-c2cc(S(=O)(=O)N3CCOCC3)ccc2N2CCCC2)c1C | -5 | 9
S=C1NCCN1CC1CCN(CCCC2CCCC2)CC1 | -2 | 28
CN(C)S(=O)(=O)c1ccc(N2CCCC2)c(C(=O)Nc2ccccc2N2CCOCC2)c1 | -4 | 8
c1nc(NCCN2CCOCC2)c2c3c(sc2n1)CCCCC3 | -1 | 1
COc1ccc(NC(=O)CCNS(=O)(=O)c2ccccc2F)cc1S(=O)(=O)N1CCOCC1 | 2 | -2
Cc1nc(-c2ccc(NC(=O)c3ccccc3C)cc2)cs1 | 4 | -93
COc1ccc(C=CC(=O)c2ccc([N+](=O)[O-])cc2)cc1 | -2 | 7
O=C(CC(=O)c1ccccc1)CC(O)(C=Cc1ccccc1)c1ccccc1 (configuration not stated) | -1 | -6
COc1cc(C)cc2c1OC(c1ccccc1)CC2=O (configuration not stated) | -2 | -1
CNS(=O)(=O)c1cccc(C(=O)OCC(=O)c2c(N)n(Cc3ccccc3)c(=O)n(C)c2=O)c1 | -2 | 10
COc1ccc(CCn2c(-c3cccc([N+](=O)[O-])c3)nc3nc4ccccc4nc32)cc1 | -3 | 5
CCCC1(C)C(C#N)C(=O)NC(=O)C1C#N (configuration not stated) | -5 | 6
CCOC(=O)c1c(CSc2ccccc2)n(C)c2cc(Br)c(OCC(O)CNC(CO)(CO)CO)cc12 (configuration not stated) | 9 | 9
COc1ccc(C(=O)N[C@H](C(=O)OCCCOC(=O)[C@@H](NC(=O)c2ccc(OC)cc2)C(C)C)C(C)C)cc1 | -5 | -2
CC(C)(C)OC(=O)N1CCCC(C(=O)Nc2cccc(C(=O)N3CCCCC3)c2)C1 (configuration not stated) | 2 | -36
O=C1N=c2ccccc2=C1c1sc(=S)n(NC(=O)c2cccc(O)c2)c1O | 3 | -8
CCC(=O)n1nc(-c2ccc(OC)cc2)nc1NCc1cccs1 | -3 | -33
COc1cc2c(cc1N)-c1ccc(N)cc1C2 | 5 | -10
N=c1oc2cc(O)ccc2cc1C(=O)Nc1nc2ccccc2s1 | -2 | -73
C[C@@H]1CN(S(=O)(=O)C(C)(C)C)[C@@H](CCO)/C1=C\c1ccccc1 | -6 | -5
O=C(c1ccco1)N1CCN(C(=O)c2cccn3c(=O)c4c5c(sc4nc23)CCCC5)CC1 | 4 | 6

Additional entries
SMILES | HKDC1 inh | Gli-Sufu antag
C=CCn1c(SCCN2C(=O)c3ccccc3C2=O)nc2scc(-c3ccc(F)cc3)c2c1=O | 2 | 6
O=C1NCC(Nc2ccccc2)C(=O)N1 (configuration not stated) | -5 | 13
Cc1ccc(NS(=O)(=O)c2ccccc2)c([N+](=O)[O-])c1 | -3 | 7
CN1OC[C@@H]2CN(Cc3cc(Cl)cc(Cl)c3)[C@H](c3cccc(-c4ccccc4)c3)C[C@@H]21 | -2 | 0
COc1ccc2c(-c3cc4ccc(OCc5ccc(F)cc5)cc4oc3=O)cc(=O)oc2c1 | -10 | 3
NC(=O)C1CCN(C(=O)CSc2ccsc2[N+](=O)[O-])CC1 | -7 | -8
CN(C(=O)c1cccc(NC(=O)Cc2cccc(NC(=O)C3CCN(C(=O)c4ccccc4)CC3)c2)c1)C1CCCC1 | -5 | -4
C/C(=N\NC(=O)c1ccoc1C)c1cccc2ccccc12 | -3 | 7
CCC[C@H]1CC(=O)C=C(c2ccc(OC)cc2)ON1C(=O)OC(C)(C)C | 4 | -1
CC(=O)Nc1c(Br)cc2c(c1Br)Cc1cc(Br)ccc1-2 | -3 | 0
Cc1ccc(C(C)C)c(OCc2ccc(C(=O)N/N=C/c3cccc(O)c3O)cc2)c1 | -28 | 93*
COc1ccc(NCc2ccc([N+](=O)[O-])s2)c(OC)c1 | 3 | -13
O=C(COC(=O)c1ccc(O)cc1)NCCCc1ccccc1 | -1 | 19
O=C(CC1SC(N2CCCCC2)=NC1=O)Nc1cccc(C(=O)N2CCCC(C(F)(F)F)C2)c1 (configuration not stated) | 0 | -32
CCSC1=NSC2=NC(=O)/C(=C\c3coc4ccccc4c3=O)C(=N)N12 | 16 | -3
CCN(C(=O)COC(=O)C1COc2ccccc2O1)c1c(N)n(Cc2ccccc2)c(=O)[nH]c1=O (configuration not stated) | -4 | -1
Nc1nc(N)nc(-c2cccc(Br)c2)n1 | -5 | -56
COc1cccc(CN(C)C(=O)c2cccc(S(=O)(=O)Nc3cccc(C)c3)c2)c1OC | -5 | 10
Nc1cc2[nH]c(=O)c3ccccc3c2cc1Br | -3 | 9
COc1ccccc1N1C(N)=NC(N)=NC12CCCCC2 | -1 | -6
CS(=O)(=O)c1ccc(C(=O)OCc2nnc(-c3ccccc3)o2)cc1[N+](=O)[O-] | 24 | -12
O=[N+]([O-])c1ccc2[nH]c(=S)[nH]c2c1 | 10 | 2
O=[N+]([O-])c1ccc(N=Nc2c(Cl)cc(O)cc2Cl)cc1 | 11 | 24
O=CNc1cc2c(cc1Br)-c1ccccc1C2O (configuration not stated) | 6 | -8
O=c1ccn([C@@H]2O[C@H](CNCc3ccc(-c4cc(C(F)(F)F)ccc4Cl)o3)[C@@H](O)[C@H]2O)c(=O)[nH]1 | 1 | 4
CC(C)(C)C1CCc2sc(C(=O)NNC(=O)CCl)cc2C1 (configuration not stated) | 6 | -12
Cc1ccc(/C=C2/C(=O)c3ccc(C(=O)O)cc3C2=O)o1 | 18 | 4
CCOC(=O)C(Cc1ccnnc1)=NO | -3 | 28
CCOCCCNC(=S)NCCCNc1nc2c(C)cc(C)cc2cc1C#N | 6 | 5
CN(C)c1ccc(NC(=S)c2ccccn2)cc1 | -5 | 51

Going on with the list:
smiles,HKDC1 inh,Gli-Sufu antag
O=C1C=CC(=Nc2ccc3c(c2)C(=O)c2ccccc2-3)O1,2,9
Cc1cccc(NC(=O)c2cccc(NC(=O)c3ccco3)c2)c1,-1,-25
O=C(NCCc1ccccc1)c1ccc(Cl)cc1[N+](=O)[O-],-5,-47
COc1ccccc1Cn1c(SCC(N)=O)nc2c(oc3ccccc32)c1=O,-9,-31
O=Cc1cc2c(cc1[B-](F)(F)F)OCO2,-6,-9
C/C(Cl)=C/Cn1c(SCc2ccc(Cl)cc2)nc2c1c(=O)[nH]c(=O)n2C,0,-2
CC(=O)Nc1ccc(CCCCc2ccccc2)cc1,0,-12
COc1ccccc1C(=O)OCCc1ccccc1,-3,-62
CN(C(=O)c1ccc(NC(=O)Cc2ccc(NC(=O)C3CCCN(C(=O)c4ccccc4)C3)cc2)cc1)C1CCCC1 (configuration not stated),1,16
CCOc1ccc(C(=O)Cc2ccccc2)cc1,-5,-28
COc1ccc(C(=O)CSc2nc(=O)n(Cc3cccnc3)c3c2CCC3)cc1,3,21
Cc1ccc2cc3c(=O)n(C)cc(C=O)c3nc2c1,0,-10
CCOC(=O)C1CCN(CCCSc2ccc(C)cc2)CC1,-6,-6
COc1cc2c(cc1OC)C(O)C(O)(CO)C(C(=O)O)C2c1cc(OC)c(OC)c(OC)c1 (configuration not stated),-3,2
O=C1c2ccccc2-c2c1c1ccccc1c(=O)n2-c1ccccc1,-4,9
O=C(Oc1cc(=O)n2ccccc2n1)c1ccccc1,-6,1
COc1ccc(C(CNC(=O)c2ccc(S(=O)(=O)Nc3ccccc3OC)cc2)N2CCCC2)cc1 (configuration not stated),-3,21
CCOC(=O)Nc1ccc2c3c(cccc13)-c1ccccc1-2,4,-19
COc1ccc(NS(=O)(=O)c2cc(C(=O)N(C)CCc3ccccn3)ccc2Cl)cc1,2,-19
Cc1cc(CNCCN(C)C)c(C)n1-c1cc(S(=O)(=O)N2CCOCC2)ccc1N1CCCC1,-7,7
CN(Cc1ccccc1)C(=O)c1ccc(NC(=O)Cc2ccc(NC(=O)C3CCN(S(=O)(=O)c4cccc([N+](=O)[O-])c4)CC3)cc2)cc1,-5,16
COc1ccccc1CN1CCCC(C(=O)N(C)Cc2ccccc2)C1 (configuration not stated),-6,11
CCCCn1c(N)c(N(CCOC)C(=O)COC(=O)CNC(=O)c2ccc(Cl)c(Cl)c2)c(=O)[nH]c1=O,0,-3
Cc1ccc(Nc2nnc(SCC(=O)NCc3ccco3)s2)cc1,3,-1
ON=C1c2ccccc2-c2ccc(Br)cc21,1,0

Quoted from the listing.
CCOC(=O)Nc1ccc2c3c(cccc13)-c1ccccc1-2 in HKDC1 inh reads 4
COc1cc2c(cc1OC)C(O)C(O)(CO)C(C(=O)O)C2c1cc(OC)c(OC)c(OC)c1 (configuration not stated) in HKDC1 inh reads -3
CCOc1ccc(C(=O)Cc2ccccc2)cc1 in Gli-Sufu antag reads -28

Remaining list, next part
smiles,HKDC1 inh,Gli-Sufu antag
C=C1C(=O)c2sccc2C(c2ccc(OC)c(OC)c2)C1COC(C)=O (configuration not stated),26,44
Nc1ccc(CCc2ccccn2)cc1,7,-38
O=C(c1ccc(Cl)cc1Cl)N1CCOCC1,-6,-2
ON=C1CCCCCCCC1,1,4
Cc1ccc(NC(=O)c2cc3ccccc3o2)cc1S(=O)(=O)N(C)C,5,-121
CN(Cc1ccc(OC(F)F)cc1)C(=O)c1cccc(S(=O)(=O)N2CCN(c3ccccc3)CC2)c1,2,41
CNC(=O)c1cn2c3c(ccc(Cl)c3c1=O)OC(C)C2 (configuration not stated),-2,-2
S=C1NCCN1CC1CCN(CCC23CC4CC(CC(C4)C2)C3)CC1,-4,-13
CCCCNCCS(=O)(=O)NCc1ccc(OC)cc1,-5,0
Cc1cccc(Cc2nc3ccccc3[nH]2)c1,-3,-3
COc1cc(NS(=O)(=O)c2ccc(NC(=S)NC(=O)c3sc4ccccc4c3Cl)cc2)nc(OC)n1,1,4
O=C1C=CC(=O)N1c1ccc2c(c1)Cc1cc(F)ccc1-2,2,3
O=S(=O)(O)c1ccc(Cl)c(Cl)c1,-2,-1
CCOc1cc(N2CCOCC2)c(OCC)cc1NC(=O)COC(=O)c1ccc(OC)c([N+](=O)[O-])c1,-1,-1
Cc1ccc(CSc2nnc(SCC(=O)N/N=C/c3c[nH]c4ccccc34)s2)cc1,15,-32
CCC1(CC)CNC(=O)NC1,-3,-1
COC(=O)c1ccc(CCc2cc(O)c(Br)cc2O)cc1,69*,3
C#CCOCCOCCOCCNc1nc(N2CCN(C(=O)[C@H](C)n3cc(CCC(=O)O)nn3)CC2)nc(N2CCN(C(=O)[C@H](CCCCN)n3cc(CCCC)nn3)CC2)n1,-2,16
Cn1c(=O)c2[nH]c(C3CC=CCC3)nc2n(C)c1=O (configuration not stated),0,7
CCC1CC(=O)CCN1S(=O)(=O)c1ccc(C)cc1 (configuration not stated),-2,5
COc1ccc(S(=O)(=O)NCc2cccnc2)cc1NC(=O)c1ccccc1C,0,-2
CCOC(=O)/C=c1/s/c(=C\c2c(OC)ccc3ccccc23)c(=O)n1CC(=O)NCC1CCCO1 (configuration not stated),14,0
Cc1ccc(NC(=O)C(C)OC(=O)c2nc(Cl)ccc2Cl)cc1S(=O)(=O)N1CCOCC1 (configuration not stated),2,2
NC(N)=NC(=S)Nc1ccc(Cl)cc1,5,-37
NS(=O)(=O)c1ccc(-c2ccc(/C=C3\C(=O)Nc4cc(Cl)ccc43)o2)cc1,-5,-1

Remaining list, next part.
smiles,HKDC1 inh,Gli-Sufu antag
C=CC[C@H](CC(=O)N[C@H](CO)Cc1ccccc1)C(=O)N[C@H](COC(=O)[C@@H](CC=C)Cc1ccc(F)cc1)Cc1c[nH]c2ccccc12,-3,34
O=[N+]([O-])c1ccc(F)cc1OCc1nc(-c2cccs2)no1,-1,-93
CN1OC[C@@H]2CN[C@H](c3cccc(-c4cc(Cl)cc(Cl)c4)c3)C[C@@H]21,-4,2
COc1ccc(OC)c(CN2CCN(C(=O)c3cc(S(=O)(=O)N4CCOCC4)ccc3C)CC2)c1,-5,2
COC(=O)c1cc2ccccc2c([N+](=O)[O-])c1O,1,12
NC(=S)NN=C(c1ccc(F)cc1)C1CC1,-7,3
NC(=O)C1(Nc2ccc(-c3ccccc3)cc2)CCCC1,-1,-5
Cn1c(SSc2ccc(-c3cccnc3)n2C)ccc1-c1cccnc1,-341,-2

Laid out differently: entries from further up
Results follow in this order: HKDC1 inh	Gli-Sufu antag
- CCOc1cc(N2CCOCC2)c(OCC)cc1NC(=O)COC(=O)c1ccc(OC)c([N+](=O)[O-])c1
→ -1	-1
- Cc1ccc(CSc2nnc(SCC(=O)N/N=C/c3c[nH]c4ccccc34)s2)cc1
→ 15	-32
- CCC1(CC)CNC(=O)NC1
→ -3	-1
- COC(=O)c1ccc(CCc2cc(O)c(Br)cc2O)cc1
→ 69*	3
- C#CCOCCOCCOCCNc1nc(N2CCN(C(=O)[C@H](C)n3cc(CCC(=O)O)nn3)CC2)nc(N2CCN(C(=O)[C@H](CCCCN)n3cc(CCCC)nn3)CC2)n1
→ -2	16
- Cn1c(=O)c2[nH]c(C3CC=CCC3)nc2n(C)c1=O (configuration not stated)
→ 0	7

An excerpt; rates above refer to the full screens.
